Screening data as filed in PubChem BioAssay.
G9a block: G9a (human) methyltransferase inhibition. 350,000 compounds, 8.8% hits. Potency, µM (doses to about 102 µM), inactives show top-dose activity, negative = inhibition, actives largely listed as inhibitors. Q96KQ7. G9a H3K9 monomethylation, AlphaScreen, 2 h; further: potency means the concentration at half of the fitted maximal effect; on the % scale 0 is the no-effect control and ±100 the full control effect; nearly all actives have a fitted effect of over 75% in size
Target sequence (Q96KQ7 913-1193 limits assumed): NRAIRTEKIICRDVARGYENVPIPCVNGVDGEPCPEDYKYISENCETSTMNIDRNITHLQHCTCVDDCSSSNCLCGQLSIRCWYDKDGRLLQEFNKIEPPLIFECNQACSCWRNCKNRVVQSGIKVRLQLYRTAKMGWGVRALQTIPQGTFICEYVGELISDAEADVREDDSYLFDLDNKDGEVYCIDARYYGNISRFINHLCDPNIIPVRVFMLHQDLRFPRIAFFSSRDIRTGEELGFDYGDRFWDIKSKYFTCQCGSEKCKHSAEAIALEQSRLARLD
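Enzyme 20 nM + cpd, 15 min RT; add b-H3K9 pep 500 nM / SAM 20 uM; 2 h RT; anti-H3K9me1 Ab 0.5 ug/mL + SA donor / anti-rabbit acceptor beads 20 ug/mL each, 10 min; AlphaScreen read.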
RGS4 inhibitor: inhibitors of human regulator of G protein signaling 4; P49798; Transcreener GDP fluorescence polarization, RGS4-accelerated GTP hydrolysis; Potency, µM (series often up to 114 µM), for the others: at the top dose activity change, negative = inhibition, most hits filed as inhibitors; 390,000 compounds, 0.039% hits; further: potency means the concentration at half of the fitted maximal effect; on the % scale 0 is the no-effect control and ±100 the full control effect; nearly all actives have a fitted effect of over 75% in size; some results filed as inactive show a strong effect at the top dose
Target sequence (P49798 whole entry, looked up): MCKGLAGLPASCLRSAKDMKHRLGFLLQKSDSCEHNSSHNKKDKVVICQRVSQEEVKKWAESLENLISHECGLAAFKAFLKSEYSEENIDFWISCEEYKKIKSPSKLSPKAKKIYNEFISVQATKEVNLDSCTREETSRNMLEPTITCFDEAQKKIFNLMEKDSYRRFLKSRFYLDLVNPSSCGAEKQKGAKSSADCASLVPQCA
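MLSMR compounds (23 nl, pin-transferred) preincubated 10 min at room temperature with a 500nM (2x) first reagent, then RGS4 at 900nM (2x) plus Transcreener GDP mix added; fluorescence polarization (620/688 nm) read before and after 90 min at 30 °C.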
PI4K2A inh: inhibitors of human PI4K2A | purified PI4K2A, ADP-Glo luminescence, 1 h; stronger effect = lower value | activity change, negative = inhibition, % at 76.9 µM | 420,000 compounds, 0.13% hits | AID 1346378; in the data active means activity change below about -50%; inconclusive means mostly about -30% to -49%;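 further: -100% = wells without enzyme as full effect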
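Compounds are screened against recombinant PI4K2A using PI as substrate and ATP, the latter dispensed at 300 microM. Reactions run one hour at ambient temperature before ADP-Glo detection; full inhibition defined by wells lacking enzyme.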
ERG Ets-DNA blk: inhibitors of human ERG Ets domain-DNA interaction | AID 624246 | 370,000 compounds, 0.028% hits | fluorescence polarization, His-ERG Ets domain / labelled DNA | P11308 | Potency, µM (top dose mostly 76.9 µM), for inactives: top-dose FP activity, negative = inhibition, most hits filed as inhibitors; active means well fitted inhibition curve with a large enough effect in the polarisation, with a control signal flat; inconclusive means small, poorly fitted or top-dose-only effect, or effect the other way, or a change in a side signal; inactive means no such curve, though single readings can be large or run the other way; the % refers to the polarisation;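 further: polarization taken with two DNA probes labelled with fluorescein and Texas red; potency means the concentration at half of the fitted maximal effect; % of control where 0% means no effect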
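His-tagged ERG Ets domain (1 uM in the protein solution; 300mM KCl, 50mM Tris-HCl, 1mM EDTA, 1mM DTT, pH 7.5) received compound, then a probe mix of 5 nM fluorescein-DNA and 100nM Texas-615-DNA. Fluorescence polarization was read for both dyes.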
BAZ2B block: blocks human BAZ2B | Q9UIF8 | AlphaScreen BAZ2B-H3K14Ac peptide displacement | Potency, µM (series often up to 114 µM), inactives show at the top dose activity change, negative = inhibition, most hits filed as inhibitors | 360,000 compounds, 4.4% hits | AID 504333; further: potency means the concentration at half of the fitted maximal effect; on the % scale 0 is the no-effect control and ±100 the full control effect; nearly all actives have a fitted effect of over 60% in size
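Protein-peptide AlphaScreen: BAZ2B 50 nM, b-H3K14Ac 50 nM, 1x PBS pH 7.4 + 0.01% Tween-20. Preincubation 30 min RT; cpd 30 min RT (top 110 uM); beads 20 min RT, light-protected.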
GLS inh: inhibitors of human glutaminase (GLS); 410,000 compounds, 0.21% hits; Potency, µM (top dose mostly 45.5 µM), without a hit: at the highest dose activity change, negative = inhibition, hits mostly inhibitors; GLS enzymatic activity, qHTS titration; O94925; further: potency means the concentration at half of the fitted maximal effect; on the % scale 0 is the no-effect control and ±100 the full control effect
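Glutamate formation by hKGA was monitored fluorometrically using coupled glutamate oxidase, HRP and Amplex Red. Substrate was added as 1 mM L-glutamine solution; incubation was 30 min at RT after an initial read.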
HP1b chromo inh: blocks HP1-beta chromodomain binding to methylated histone tails. 390,000 compounds, 0.56% hits. AlphaScreen HP1-beta / biotin-H3K9me3 peptide binding. AID 540317. Potency, µM (top dose mostly 114 µM), without a hit: top-dose activity change, negative = inhibition, hits mostly inhibitors; further: potency means the concentration at half of the fitted maximal effect; nearly all actives have a fitted effect of over 70% in size; inactives centre near 23
Target sequence (P83916 whole entry, looked up): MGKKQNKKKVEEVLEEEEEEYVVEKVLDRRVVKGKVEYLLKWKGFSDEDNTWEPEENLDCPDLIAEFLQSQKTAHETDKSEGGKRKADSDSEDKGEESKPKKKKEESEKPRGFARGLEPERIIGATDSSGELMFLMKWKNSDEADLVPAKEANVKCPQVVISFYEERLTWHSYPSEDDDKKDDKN
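HP1-beta protein (50 nM final) preincubated 30 min at room temperature with biotinylated H3(1-18)K9me3 peptide (50 nM) in PBS pH 7.4, 0.01% Tween-20, then compound added for 30 min. AlphaScreen streptavidin donor/nickel chelate acceptor beads (10 ug/mL final), 30 min dark, luminescence read.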
JMJD2A Tudor inh: JMJD2A Tudor domain (human) inhibition; Potency, µM (doses to about 114 µM), without a hit: top-dose activity change, negative = inhibition, most hits filed as inhibitors; AlphaScreen JMJD2A-Tudor / H3K4me3 peptide binding; AID 504339; O75164; 390,000 compounds, 4.4% hits; further: potency means the concentration at half of the fitted maximal effect; on the % scale 0 is the no-effect control and ±100 the full control effect; nearly all actives have a fitted effect of over 50% in size
12-LOX inh: blocks human arachidonate 12S-lipoxygenase; P18054; purified 12hLO, xylenol orange hydroperoxide absorbance; Potency, µM (top dose mostly 108 µM), for the others: top-dose activity change, negative = inhibition, usual class: inhibitors; 580,000 compounds, 1.1% hits; further: potency means the concentration at half of the fitted maximal effect; on the % scale 0 is the no-effect control and ±100 the full control effect
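Purified human 12hLO at 150 nM in 25 mM Hepes, 0.01% Triton X-100, pH 7.0, preincubated 15 min at room temperature with compound. Reaction started with 40 uM arachidonic acid, 30 min at room temperature. Hydroperoxide measured by Fe-xylenol orange, 573/405 nm absorbance ratio.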
* hit, by the source's call; ? = inconclusive; . = not tested or not shown; [ ] = dose if it differs, or a comment. Unless noted, the call rests on the fitted dose curve; in most records, active means well fitted curve in the direction sought with a large enough effect; inconclusive means small, poorly fitted or top-dose-only effect, or another doubt; inactive means no such curve, though single readings can be large; an effect the other way counts as inactive or inconclusive. An excerpt, so the mix of outcomes need not match the whole.

smiles | PI4K2A inh | BAZ2B block | GLS inh | 12-LOX inh | G9a block | RGS4 inhibitor | HP1b chromo inh | ERG Ets-DNA blk | JMJD2A Tudor inh
COCC(C)NC(=O)c1ccc(Cl)c(Cl)c1 (stereo unspecified) | 0 | 12% | 3% | -20% | ? | 18%[11.4 µM] | 42%[activator] | -3% | 3%[57.1 µM]
Cc1ccccc1NC(=O)c1cc[n+]([O-])cc1 | -1 | -13% | 10% | 4% | -7% | 1% | 1% | -5% | -8%
Cc1ccc(C(=O)O)cc1NS(=O)(=O)c1ccc2ccccc2c1 | 5 | 4% | 7% | -13% | 12% | 19% | 13% | -13% | -14%
COc1ccc(C)cc1NCc1nnc2n1CCCCC2 | -1 | -10% | 14% | -21% | ? | 4% | 17%[57 µM] | 0% | -15%
O=C(NCCS(=O)(=O)N1CCCCCC1)c1ccccc1 | 1 | -4% | 0% | -13% | -10% | 15% | 8% | 21% | -2%
Cc1nc2sc(C(c3ccco3)N3CCC4(CC3)OCCO4)c(O)n2n1 (stereo unspecified) | -1 | . | -1% | -17% | . | -30% | 24% | . | -10%
COc1ccc(-c2n[nH]c3c2cnc2ccc(F)cc23)cc1 | 0 | -14% | 2% | -2% | 36%[activator][59 µM] | -2% | 49%[activator] | 0% | 0%
COC(=O)C1CCN(CC(=O)Nc2sc3c(c2C#N)CCC3)CC1 | -15 | ? | -1% | 0% | 3%[2.33 µM] | 17% | 22% | -1% | -7%
COC(=O)COc1c(/C=C\c2nc(O)c([N+](=O)[O-])c(=O)[nH]2)cccc1OC | -8 | 4% | -4% | -2% | 0% | -12% | 43%[activator] | 6% | 3%
O=C(OCCOc1ccc(Br)cc1)c1ccc(Cl)nc1 | -2 | 220%[activator] | -5% | -3% | 222%[activator] | -26% | 214%[activator] | -4% | 152%[activator]
COc1ccc(NC(=O)CC2Nc3cc(C)c(C)cc3NC2=O)c([N+](=O)[O-])c1 (stereo unspecified) | 5 | ? | 1% | -10% | . | 31% | 8% | 1% | -25%
O=C(NNC(=O)c1ccccc1O)c1ccc(Cl)c(S(=O)(=O)N2CCc3ccccc32)c1 | -4 | -2% | -3% | -23% | 2% | -13% | 10% | 6% | ?
COc1ccc(S(=O)(=O)NCCSC(C)(C)C)c(Cl)c1Cl | -1 | -29% | -12% | -21% | ? | -26% | 10% | 0% | ?
CCOC(=O)Cn1nc(C)c(NC(=O)COc2ccc(Cl)cc2C)c1C | 4 | -34% | -4% | -11% | 0%[59 µM] | -51% | 5% | 0% | -10%
Cc1ccc(C)c(C(=O)CN2C(=O)c3ccccc3C2=O)c1 | -4 | 5% | 12% | 0% | 6%[59 µM] | 2% | 3% | 0% | -14%
COc1cccc(/C=C2/NC(=O)N(CC(=O)Nc3ccc(C)cc3)C2=O)c1OCc1cccc(C(=O)O)c1 | -9 | 25µM* | ? | -14% | ? | -15% | ? | 10% | ?
CC(=O)c1ccc(NC(=O)CSc2nc(Nc3ccccc3)nc(N3CCOCC3)n2)cc1 | -3 | -4% | 0% | 0% | . | 8% | 43%[activator] | -1% | 1%
Cc1cccc(N2CCN(C(=O)CCC(=O)N3CCOc4ccc(Cl)cc43)CC2C)c1 (stereo unspecified) | -1 | ? | 1% | -20% | ? | -10% | 0% | 6% | ?
O=C(CCN1CCOCC1)Nc1ccc(F)cc1 | 6 | 12% | -11% | 0% | . | -4% | 55%[activator] | -12% | 3%
COc1c2c(cc3oc(CO[C@@H]4O[C@H](CO)[C@@H](O)[C@H](O)[C@H]4O)cc(=O)c13)O[C@H](C(C)(C)O)C2 | 1 | . | 0% | 9% | . | 17% | 45%[activator] | 4% | -6%

The list goes on:
smiles | PI4K2A inh | BAZ2B block | GLS inh | 12-LOX inh | G9a block | RGS4 inhibitor | HP1b chromo inh | ERG Ets-DNA blk | JMJD2A Tudor inh
CC(C)c1ccc(/C=C/c2[nH]c(=O)[nH]c(=O)c2[N+](=O)[O-])cc1 | -11 | -30% | 4% | ? | ? | ? | 12% | -4% | -2%
C=CCc1ccc(OCC(O)CN2CCN(c3ccccc3)CC2)c(OC)c1 (stereo unspecified) | -2 | ? | 27% | ? | 45µM* | -46% | 30% | -4% | ?
COC(=O)CC1C(=O)NCCN1C(=O)Nc1ccc(Cl)cc1 (stereo unspecified) | -3 | 3% | -3% | 0% | 4%[12.7 µM] | -15% | 45%[activator] | -5% | -6%
CCOC(=O)C1CCCN(C(=O)COC(=O)c2cccs2)C1 (stereo unspecified) | 4 | . | 10% | -20% | . | 17% | 16% | 1% | -9%
COc1ccc(-n2c(C)nc3cc(C(=O)NCc4ccco4)ccc32)cc1 | -6 | 5% | 2% | 12% | ? | -25% | 4% | 6% | -22%
COc1ccc(NC(=O)c2ccc3c(c2)NC(=O)CO3)cc1OC | -4 | -26% | 4% | -2% | 4%[59 µM] | -4% | 24% | 3% | -12%
O=C(COC(=O)COc1ccc2ccccc2c1)NCC(F)(F)F | 4 | 1% | -13% | -11% | -30% | -26% | 45% | 4% | -10%
O=C(CNC(=O)c1cccc(F)c1)OCC(=O)N1CCCCC1 | 3 | -6% | 1% | -6% | 16µM* | 21% | 21% | 1% | -15%
Cc1ccc2nc(SCCC(=O)O)cc(C)c2c1 | 2 | -8% | 15% | 0% | -46% | 17% | 32% | 1% | 1%
CCN(CC)C(=O)c1[nH]cnc1C(=O)NCC(=O)OCc1ccccc1 | -1 | -3% | 12% | -2% | 79µM* | 18% | 54%[activator] | 3% | -17%
C=CCn1c(CCC(=O)Nc2ccc(C)c(Cl)c2)nnc1SCC(=O)Nc1ccccc1C | 4 | 4% | 1% | 18% | -18%[59 µM] | 4% | 15% | . | -17%
Cc1ccc(C(=O)NCCCc2ccccc2)c(C)c1 | -1 | -8% | -5% | -13% | . | ? | 3% | 4% | ?
CC1CCN(CCc2nc3cc(NS(=O)(=O)c4ccccc4)ccc3n2C)CC1 | -9 | 0% | 26% | 0% | ? | -17% | 31% | 4% | -6%
O=C(COc1ccc(F)c(Cl)c1)Nc1ccc(N2CCOCC2)cc1 | 13 | . | 42%[activator] | -6% | . | -11% | 1% | 1% | -27%
Cc1ccc(NC(=O)CN(C)CC(=O)Nc2sc3c(c2C(N)=O)CCC3)cc1 | -4 | -31% | 7% | 3% | 17% | -13% | 18% | 20% | -31%
CS(=O)(=O)N1CCN(c2ccccc2[N+](=O)[O-])CC1 | 2 | -21% | 12% | 2% | -30% | 6% | 20% | 13% | -12%[11.4 µM]
CSC(=Nc1cccc(C)c1)NC#N | 0 | 10% | 6% | -15% | -4%[59 µM] | -14% | 14% | -10% | -6%
NS(=O)(=O)c1ccc(CNS(=O)(=O)c2cc(Cl)ccc2Cl)cc1 | 6 | 0% | -4% | -4% | -3%[12.7 µM] | -19% | 1% | 8% | -11%
O=C(CCn1c(=S)[nH]c2ccccc2c1=O)NCCSCc1ccccc1 | -1 | -2% | 6% | 0% | 29% | 3% | 19% | 2% | -13%
CN1CC(=O)Nc2ccccc2C1=O | -9 | -10% | 0% | -33% | 34% | -37% | 56%[activator] | 0% | -4%

Part of the list above, reduced to ERG Ets-DNA blk:
smiles	ERG Ets-DNA blk
Cc1ccc2nc(SCCC(=O)O)cc(C)c2c1	1%
CCN(CC)C(=O)c1[nH]cnc1C(=O)NCC(=O)OCc1ccccc1	3%

(list continues)
smiles | PI4K2A inh | BAZ2B block | GLS inh | 12-LOX inh | G9a block | RGS4 inhibitor | HP1b chromo inh | ERG Ets-DNA blk | JMJD2A Tudor inh
Cc1ccc(NC(=S)NCc2ccc(F)cc2)cc1 | 0 | . | 0% | 10% | . | 5% | 21% | 5% | -6%
Cc1cc(O)c2c(c1O)C(=O)[C@]13C(=C2O)C(=O)[C@@H]2[C@@H](O)[C@H]1[C@@H]1[C@H](O)[C@H]3C(=O)C3=C(O)c4c(O)cc(C)c(O)c4C(=O)[C@]312 | -64* | . | 6.3µM* | ? | . | ? | ? | 10% | 7.9µM*
COc1ccccc1CCC(=O)OCC(=O)Nc1c(C)nn(-c2ccccc2)c1C | 3 | -1% | -3% | -39% | ? | -5% | 21% | 16% | -4%
COc1ccc(C2=NOC(C(=O)Nc3ccc4c(c3)OCCO4)C2)c(OC)c1 (stereo unspecified) | 7 | 14% | -5% | 7% | -42% | -1% | 27% | -4% | -18%
CC(C)n1cc(NC(=O)COc2ccccc2Cl)cn1 | -1 | -2% | -11% | -1% | -3% | 9% | 28% | -15% | -2%
Cc1cccn2c(=O)c3cc(C(=O)N4CCCCC4)sc3nc12 | -5 | 6% | -11% | -10% | 27% | -11% | 90%[activator] | 2% | 6%
O=C(O)CCCN1C(=O)/C(=C\C(Cl)=C\c2ccccc2)SC1=S | -12 | 50µM* | -2% | 0% | 14µM* | -113% | ? | 37%[activator] | 50µM*
CCOc1cc(/C=N/Nc2nn3cnnc3c3ccccc23)ccc1O | -16 | -16% | 38%[activator] | 1% | -29% | 25% | 17% | 16% | -11%
O=C(OCC(=O)N1CCCC1)c1ccc(S(=O)(=O)N2CCOCC2)cc1 | -1 | . | 1% | 1% | 2% | 13% | 33% | 0% | -9%
COCC(=O)OCn1nnc2ccccc2c1=O | 3 | 0% | 16% | 0% | 28%[0.501 µM] | 8% | 11% | 10% | -24%
